# Bioassay records (PubChem)
# D1 antagonist – antagonists of human D1 dopamine receptor; P21728; hit rate 3.2% among 360,000; HEK293 TREx D1 cells, calcium flux, dopamine EC80; hits give low values; activity change, negative = inhibition, % at 10 µM; in the data active = activity change below about -30%; also: % is scaled to controls: 0 for no effect and ±100 for the full control effect
#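 Cells carrying a force-coupled, tetracycline-inducible human D1 receptor report calcium flux. Each well gets a 10 s baseline, compound with 180 s monitoring, then an EC80 dopamine stimulus with a second 180 s kinetic read.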
# D1 PAM – human D1 dopamine receptor positive modulation. P21728. HEK293 TREx D1 cells, calcium flux, dopamine EC20 potentiation. potentiation, % at 10 µM. hit rate 0.036% among 360,000; in the data active = potentiation above about 30%; also: 0% is about no effect
# RXFP1 agonist – agonists of human relaxin receptor RXFP1 | Q9HBX9 | HEK293T-RXFP1 cAMP TR-FRET, 30 min; response scale: percent of porcine relaxin response, buffer zero | Potency, µM (doses to about 57.5 µM), without a hit: at the highest dose activation, most hits filed as activators | hit rate 0.3% among 370,000; also: potency is read from the fitted curve at half-maximal effect; % is scaled to controls: 0 for no effect and ±100 for the full control effect; nearly all actives have a fitted effect of over 60% in size; many of its hits are not listed in these tables
# Target sequence (Q9HBX9 whole entry, looked up): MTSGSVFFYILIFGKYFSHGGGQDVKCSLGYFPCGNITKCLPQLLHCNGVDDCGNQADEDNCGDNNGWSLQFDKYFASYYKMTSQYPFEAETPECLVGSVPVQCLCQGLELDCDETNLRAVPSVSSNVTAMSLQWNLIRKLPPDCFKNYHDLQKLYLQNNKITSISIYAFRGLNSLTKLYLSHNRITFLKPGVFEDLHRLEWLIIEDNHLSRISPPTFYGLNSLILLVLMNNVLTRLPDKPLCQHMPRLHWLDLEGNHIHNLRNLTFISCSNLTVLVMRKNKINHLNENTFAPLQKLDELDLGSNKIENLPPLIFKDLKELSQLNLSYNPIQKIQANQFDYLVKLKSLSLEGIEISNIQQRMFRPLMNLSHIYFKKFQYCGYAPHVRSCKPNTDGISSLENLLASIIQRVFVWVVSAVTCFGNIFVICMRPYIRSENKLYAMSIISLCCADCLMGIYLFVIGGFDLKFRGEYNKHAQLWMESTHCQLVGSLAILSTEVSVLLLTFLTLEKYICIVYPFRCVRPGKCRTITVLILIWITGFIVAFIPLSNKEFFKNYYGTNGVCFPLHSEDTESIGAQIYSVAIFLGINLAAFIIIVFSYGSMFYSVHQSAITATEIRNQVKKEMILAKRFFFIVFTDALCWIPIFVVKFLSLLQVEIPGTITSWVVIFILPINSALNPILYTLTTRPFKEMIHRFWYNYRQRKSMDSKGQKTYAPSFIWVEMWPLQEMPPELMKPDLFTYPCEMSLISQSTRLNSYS
#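 HEK293T cells stably expressing RXFP1 were pretreated with the PDE4 inhibitor Ro 20174, exposed to compounds for 30 min at 37C, lysed, and cAMP was read by TR-FRET. Data normalized to buffer (basal) and 29 nM porcine relaxin (100%).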
# TRHR PAM – allosteric enhancers of human TRH receptor; P34981; TRHR cells, fluo-8 calcium fluorescence, EC20 TRH enhancement; enhancement, % at 2 µM; hit rate 0.66% among 360,000; AID 493056; in the data active = enhancement above about 30%; also: 0% is about no effect
#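 Enhancer read-out: after compound pinning and an initial kinetic agonist-mode read, an EC20 of TRH (10 nM final) was injected and fluo-8 calcium signal (Ex 480/Em 530) followed at 1 s/cycle for 100 cycles in TRHR-expressing cells.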
# TRHR agonist – activates the human TRH receptor; AID 493084; hit rate 0.18% among 360,000; TRHR cells, calcium flux fluo-8, FDSS agonist mode; activation, % at 2 µM; in the data active = activation above about 30%; also: 0% is about no effect
#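 In this calcium-flux screen, cells bearing human TRHR are dye-loaded with fluo-8, baselined for 10 cycles, then exposed to library compounds; positive kinetic calcium responses during the agonist phase mark hits, with TRH as control.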
# D1 ag – activates the human D1 dopamine receptor; hit rate 1% among 360,000; activation, % at 2 µM; HEK293 T-REx D1 cells, calcium flux, agonist mode; in the data active = activation above about 30%; also: 0% is about no effect
#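 Tetracycline-induced HEK293 TREx D1 cells, force-coupled to calcium signalling, were dye-loaded with a no-wash calcium kit. Compound was pin-added after a 10 s baseline. Fluorescence was read kinetically at 1 cycle/s for 180 s, with calcium rises flagged as agonism.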
# Apoferritin bind – binds horse apoferritin like a general anesthetic; P02791; apoferritin/1-aminoanthracene competitive binding, fluorescence; Potency, µM (highest dose often 77.5 µM), inactives show top-dose activity change, negative = displacement, actives largely listed as inhibitors; hit rate 0.074% among 350,000; AID 485281; also: potency is read from the fitted curve at half-maximal effect; % is scaled to controls: 0 for no effect and ±100 for the full control effect; nearly all actives have a fitted effect of over 20% in size
# Target sequence (P02791 2-175 limits assumed): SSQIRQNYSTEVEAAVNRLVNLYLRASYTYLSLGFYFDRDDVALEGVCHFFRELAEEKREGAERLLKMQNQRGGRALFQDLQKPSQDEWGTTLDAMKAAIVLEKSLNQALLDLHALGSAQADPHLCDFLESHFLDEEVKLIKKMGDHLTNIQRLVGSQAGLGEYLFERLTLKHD
#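 Concentration-response curves derived by four-parameter Hill fitting of normalized fluorescence, where compounds displaced 1-AMA from 10 uM horse apoferritin following a brief 10 min room-temperature incubation; propofol titration acted as positive control.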
# RXFP1 antagonist – blocks the human relaxin receptor RXFP1; Q9HBX9; AID 1259400; HEK293-RXFP1, relaxin-stimulated cAMP HTRF, 30 min; hits give low values; hit rate 0.59% among 350,000; activity change, negative = inhibition, % at 57.5 µM;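 active = activity change of -60% or lower, but not beyond a set lower limit; inconclusive = change between -60% and -40%, or beyond the set limit; inactive = change above -40%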; also: % is scaled to controls: 0 for no effect and ±100 for the full control effect
# D2 potentiator – positive allosteric modulators of human D2 dopamine receptor; P14416; HEK293 T-REx D2, calcium flux, EC20 dopamine potentiation; potentiation, % at 10 µM; hit rate 0.34% among 340,000; AID 485347;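 active = potentiation over 3 SD above the plate norm, cut at about 30% in these data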; also: 0% is about no effect
#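 Potentiation of an EC20 dopamine calcium response is measured in a force-coupled, tetracycline-inducible Hek293 Trex D2 line. Compound-only kinetic reads over 180 s flag agonists before dopamine addition.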
# The depositor's hits bear a star; ? = inconclusive; . = no result given. Unless noted, calls follow the shape of the dose curve; as a rule, active = well fitted curve in the direction sought with a large enough effect; inconclusive = small, poorly fitted or top-dose-only effect, or another doubt; inactive = no such curve, though single readings can be large; an effect the other way counts as inactive or inconclusive. A portion of the library; rates above refer to the full screens.
SMILES,D1 antagonist,D1 PAM,RXFP1 agonist,TRHR PAM,TRHR agonist,D1 ag,Apoferritin bind,RXFP1 antagonist,D2 potentiator
COc1cc(OC)c(NC(=O)C2CCCO2)cc1Cl (stereo not drawn),1.8,0.2,-0.1%,-3.0,0.0,0.5,-2.8%,.,1.7
O=C(c1ccco1)N1CCCC(Nc2ccc3c(c2)OCCO3)C1 (stereo not drawn),-11.6,-7.3,-0.3%,-1.9,0.0,0.8,?,1.4,-2.0
COCCn1c(SCC(=O)Nc2ncc(Cl)c(C)c2Cl)nc2ccccc21,6.0,0.2,2.5%,0.3,-1.1,-1.0,?,1.6,2.6
CCCN(Cc1nnc(-c2ccccc2Cl)o1)C(=O)COc1ccc(Cl)cc1,-22.7,-6.8,-0.6%,-3.2,0.9,4.6,.,2.8,10.1
Cn1cc(-c2cc3n(n2)CCC(=O)N3CCCC(=O)Nc2ccc(Cl)cc2)c2ccccc21,3.1,-1.3,-0.2%,4.4,-0.5,5.3,-13.7%,-8.9,2.0
CC(C)(C)c1ccc(/C=N/Nc2ccc(C(=O)O)cc2)cc1,-18.7,-2.0,0.2%,-5.9,0.2,1.7,-11.4%,-7.5,-1.8
CCN(C(=O)CSc1nnc(Cc2cccc3ccccc23)n1N)C1CCS(=O)(=O)C1 (stereo not drawn),-0.3,-0.2,0.9%,6.3,-0.3,2.3,-9.7%,8.3,16.8
CCOC(=O)CC1C(=O)NCCN1C(=O)c1ccc(Cl)cc1Cl (stereo not drawn),-1.3,-3.6,2.9%,4.3,-0.1,3.4,-19.2%,8.4,3.2
O=C(COC(=O)c1cc(Cl)nc2ccccc12)c1ccc(Cl)cc1,-14.6,-4.3,-0.5%,0.7,0.4,7.6,-1.2%,-10.2,-10.5
CCC(C)NC(=O)c1ccccc1NC(=O)Nc1ccccc1 (stereo not drawn),14.6,3.8,2.6%,7.8,-0.6,0.4,-3.8%,4.6,13.3
O=C(COC(=O)C1(c2ccccc2F)CCCC1)N1CCN(C(=O)c2ccco2)CC1,7.1,-5.5,-0.8%,-4.1,0.1,1.2,-11.3%,13.4,-12.2
COc1ccc(-c2csc(NC(=O)c3c(C)noc3C)n2)cc1,2.5,-1.5,0.5%,-7.0,-0.9,1.3,.,-15.9,.
CC(C)(C)NS(=O)(=O)c1ccc(CCC(=O)NCc2ccc3c(c2)OCO3)cc1,10.0,-4.7,1.7%,3.7,0.3,27.3,10.7%,-11.1,2.9
Cc1cc(NC(=O)CSc2nc(Cc3ccc(O)cc3)c(C)[nH]2)no1,-9.6,-5.3,-0.3%,2.2,-0.9,2.2,-4.3%,14.8,5.2
CCn1c2ccccc2n2c(=O)c(=O)n(CC(=O)N3CCN(c4ccccc4OC)CC3)nc12,-4.2,0.7,-1.2%,-0.5,0.4,0.1,-9.9%,.,15.2
OCCN1CCN(CC(O)COCC2COc3ccccc3O2)CC1 (stereo not drawn),9.5,-3.8,0.7%,-4.4,0.7,-1.7,-2.6%,-22.6,5.7
COc1ccc(NC(=O)c2cccnc2)cc1OCC(C)C,-6.8,2.3,0.5%,1.7,-0.4,3.9,-3.4%,5.0,.
Cc1cc(C(=O)N/N=C/C=C/c2cccc([N+](=O)[O-])c2)n[nH]1,-0.3,-6.2,1.4%,4.6,0.2,-0.6,-18.2%,-6.5,3.1
COCCN(C(=O)CSc1nnc2cc(C)c3ccccc3n12)c1c(N)n(Cc2ccccc2)c(=O)[nH]c1=O,7.5,4.6,0.6%,-6.8,0.4,-0.6,-1.4%,-4.3,-13.2
O=C(CCCNC(=O)c1ccc(Cl)cc1)NCc1ccc(F)cc1,-10.6,1.2,-4.7%,-0.6,-0.8,1.1,-6.7%,-1.5,25.9
CCc1ccc2[nH]c(=O)c(CN(CCCN3CCOCC3)C(=O)Nc3ccc(F)cc3)cc2c1,6.3,-2.5,-1.0%,0.7,0.2,2.2,-3.9%,1.6,8.3
O=C(NNC(=O)c1cccs1)c1ccc2ccccc2c1,4.9,-4.5,-2.9%,-2.9,-0.1,0.1,-20.4%,-8.1,-7.5
O=S(=O)(c1cccs1)N1CCN(C/C=C/c2ccccc2)CC1,-7.7,3.2,1.4%,-0.3,0.0,-1.4,7.7%,-5.9,-2.0
O=C(CSC1=NS(=O)(=O)c2cc(Cl)ccc2N1)NCc1ccc(F)cc1,7.3,1.6,-0.1%,-0.2,-0.2,-0.3,.,-8.0,-0.8
O=C(CC1Sc2ccccc2NC1=O)OCC(=O)N1CCc2ccccc21 (stereo not drawn),8.6,3.6,3.7%,2.9,0.6,2.7,?,-15.9,1.3
CC(=O)c1ccc(N(C(=O)CNC(=O)c2ccco2)C(C(=O)NC2CCCC2)c2cccnc2)cc1 (stereo not drawn),-2.5,.,3.7%,3.8,-0.1,3.1,-3.8%,-8.9,2.7
Cc1noc(C(=O)NCC2CCCO2)c1Cl (stereo not drawn),7.8,-6.0,-2.7%,3.5,0.7,-1.0,-5.1%,3.3,-0.7
CC(C)CC(=O)NC(=S)Nc1ccc(Cl)cn1,11.2,0.0,-1.5%,11.1,-0.2,2.4,-10.6%,15.3,9.3
O=S(=O)(/C=C/c1ccccc1)Nc1ccc2c(c1)OCO2,-0.6,7.3,1.3%,0.9,-0.1,1.2,-22.9%,-7.1,15.9
COC(=O)c1ccc(OC(=O)CN2C(=O)c3ccccc3C2=O)cc1,-34.2*,-3.0,-0.1%,-2.3,0.5,6.3,-9.2%,-8.1,-3.8
CC(NS(=O)(=O)c1ccccc1)C(c1cccs1)N1CCOCC1 (stereo not drawn),-3.4,-2.4,6.6%,3.4,0.1,-2.8,4.1%,3.5,-9.7
O=C(Nc1ccc(F)c(F)c1)C1CCCN1S(=O)(=O)c1ccc(F)cc1 (stereo not drawn),5.1,-2.2,3.9%,-3.5,0.0,2.1,-4.3%,-0.3,0.2
COc1ccccc1CCc1nnc(CCC(=O)NCCCOc2cccnc2)o1,5.1,2.7,2.5%,-3.2,0.0,0.4,-4.0%,23.4,-6.4
O=C(Oc1cccc(C(=S)N2CCOCC2)c1)c1cccc(Cl)c1,14.6,-2.3,0.0%,7.0,0.0,0.8,-19.3%,-12.7,0.5
CC(=O)OC(C)[C@H]1CC[C@H]2[C@@H]3CC[C@H]4C[C@@H](OC(C)=O)CC[C@]4(C)C3=CC[C@]12C (stereo partly drawn),6.3,-4.1,0.2%,-5.3,0.2,4.7,.,.,10.0
Cc1cccc(NS(=O)(=O)c2cc(NC(=O)CC(=O)c3ccc([N+](=O)[O-])cc3)ccc2C)c1,2.4,2.0,3.5%,4.8,-0.7,2.3,-16.9%,.,4.2
Cc1cccc(C)c1NC(=O)C1(N2CCN(C(=O)c3ccco3)CC2)CCCCC1,-12.8,-1.8,-0.8%,-1.4,0.3,4.9,3.1%,-3.5,-0.3
CCC(=O)Nc1nnc(SCC(=O)Nc2cccc(Cl)c2)s1,-19.0,-5.8,-0.1%,-3.5,-0.6,7.2,-12.6%,-1.8,-0.3
COc1ccc(COC(=O)N/N=C(\C)CC(=O)NCc2ccc(Cl)cc2)cc1,0.3,6.8,-1.2%,3.3,-0.4,-0.8,-19.8%,-0.5,5.7
CCc1cccc(C)c1NC(=O)C(c1ccc(O)cc1)N1CCC1=O (stereo not drawn),1.7,1.4,-0.4%,4.4,-0.2,0.5,-3.9%,-3.7,5.9

# Of the compounds above, three have a thiophene ring, fused or not:
SMILES,D1 antagonist,D1 PAM,RXFP1 agonist,TRHR PAM,TRHR agonist,D1 ag,Apoferritin bind,RXFP1 antagonist,D2 potentiator
O=C(NNC(=O)c1cccs1)c1ccc2ccccc2c1,4.9,-4.5,-2.9%,-2.9,-0.1,0.1,-20.4%,-8.1,-7.5
O=S(=O)(c1cccs1)N1CCN(C/C=C/c2ccccc2)CC1,-7.7,3.2,1.4%,-0.3,0.0,-1.4,7.7%,-5.9,-2.0
CC(NS(=O)(=O)c1ccccc1)C(c1cccs1)N1CCOCC1 (stereo not drawn),-3.4,-2.4,6.6%,3.4,0.1,-2.8,4.1%,3.5,-9.7

# Next part:
SMILES,D1 antagonist,D1 PAM,RXFP1 agonist,TRHR PAM,TRHR agonist,D1 ag,Apoferritin bind,RXFP1 antagonist,D2 potentiator
Cc1ccc(SCC(=O)NCCC2=CCCCC2)cc1,3.9,-3.5,2.0%,20.8,-2.9,1.9,?,-6.3,17.5
O=C(Nc1ccc2c(c1)OCO2)c1cc(C2CC2)on1,12.0,16.9,-1.1%,-2.7,0.1,-2.3,-7.9%,9.2,-23.0
NS(=O)(=O)c1ccc(CCNC(=O)c2cc3ccccc3oc2=O)cc1,2.0,-1.4,17.3%,22.3,0.2,1.5,-7.5%,-4.6,-0.5
N#CC1(NC(=O)CSc2nnc(C3CC3)n2C2CC2)CCCCC1,11.2,.,2.3%,-1.2,0.1,5.1,.,-3.7,-7.5
O=c1oc(-c2ccccc2Cl)nc2ccsc12,-7.2,-7.4,-0.2%,-0.1,3.0,-1.5,?,-10.6,13.2
O=C(NCc1ccc2c(c1)OCO2)c1cc(-c2cc(Cl)ccc2O)n[nH]1,-10.5,-2.5,4.3%,1.8,-0.2,2.8,-7.7%,?,-3.0
CC(=O)c1ccc(N2C(=O)N(CC(=O)c3ccc(F)cc3)c3ccccc3S2(=O)=O)cc1,-11.7,-4.7,-1.4%,0.7,1.0,7.8,-9.9%,.,-19.0
CCN(CC(=O)NCc1cccs1)C(=O)C(c1ccccc1)c1ccccc1,13.8,-0.9,-2.3%,-7.0,-0.7,-1.9,3.4%,-14.8,-0.3
Cc1ccc(N=c2c([N+](=O)[O-])nn(-c3ccccc3)n2O)c(C)c1,-7.6,-5.5,-2.0%,-1.8,0.1,0.6,-16.7%,-24.0,10.1
O=S(=O)(Nc1ccc(Cl)cc1)c1ccc2c(c1)CCO2,-22.2,-2.9,4.5%,3.2,1.4,12.2,?,2.5,-14.9
COC(=O)c1cc(OC)c(OC)cc1NC(=O)c1ccccc1C,13.1,6.8,0.1%,0.4,-0.2,0.1,-3.6%,-4.5,3.2
O=C(O)CNC(=O)c1ccccc1NC(=O)c1ccco1,-1.3,2.7,1.4%,1.5,-0.2,1.4,-10.3%,-2.2,5.4
O=C(O)c1cccc(S(=O)(=O)Nc2ccc([N+](=O)[O-])cc2O)c1,-3.7,0.1,-0.6%,-4.3,0.1,2.3,-12.1%,-3.1,1.7
